Hsp90 inh = tumor Hsp90 inhibitors, primary screen, cell lysate, fluorescence polarization, NCI-N417 lysate. Heat shock protein HSP 90-alpha (Homo sapiens), P07900. Cy3B-geldanamycin FP displacement. inhibition, % at 30 µM. actives 0.35% (n = 64,000);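 active = inhibition above 50%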;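 also: 0% = tracer plus lysate wells and 100% = tracer alone without lysate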
TNAP act DEA = human TNAP enzyme activators, primary screen, biochemical, luminescent, intermediate phosphate acceptor level | Alkaline phosphatase, tissue-nonspecific isozyme (Homo sapiens), P05186 | purified TNAP, CDP-star luminescence, 100 mM DEA, 30 min; active compounds read high; scale: 0 levamisole-inhibited, 1 vehicle-only enzyme | activation factor at 20 µM | 64,000 tested, under 10 active | AID 813, 2007;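 active = activation factor of at least 2 at 20 µM, relative to controls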
Her2 expr inh = inhibitors of Her2 protein expression, primary screen, SKBR-3 cells, AlphaScreen, 66K library | Receptor tyrosine-protein kinase erbB-2 (Homo sapiens), P04626 | SKBR-3 HER2 protein level, 18-24 h; active compounds read low | HER2 level % of control, % at 10 µM | actives 0.69% (n = 65,000);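 active = HER2 level under 5% of the carrier-only control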;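 also: 100% = DMSO carrier and 0% = 500 nM PU-H71 HSP90 inhibitor; lower value means stronger loss of Her2 protein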
FXIIa inh mix = human factor XIIa inhibitors, primary screen, biochemical, pooled compound mixtures, fluorogenic substrate | actives 0.2% (n = 62,000) | inhibition, % at 5 µM | purified FXIIa | Coagulation factor XII (Homo sapiens), P00748; in the data active = inhibition above about 20%, passing the limit was not always enough;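 also: 0% = enzyme without compound and 100% = no enzyme blank; some results filed as inactive read as strong as hits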
Target sequence (P00748 20-372 limits assumed): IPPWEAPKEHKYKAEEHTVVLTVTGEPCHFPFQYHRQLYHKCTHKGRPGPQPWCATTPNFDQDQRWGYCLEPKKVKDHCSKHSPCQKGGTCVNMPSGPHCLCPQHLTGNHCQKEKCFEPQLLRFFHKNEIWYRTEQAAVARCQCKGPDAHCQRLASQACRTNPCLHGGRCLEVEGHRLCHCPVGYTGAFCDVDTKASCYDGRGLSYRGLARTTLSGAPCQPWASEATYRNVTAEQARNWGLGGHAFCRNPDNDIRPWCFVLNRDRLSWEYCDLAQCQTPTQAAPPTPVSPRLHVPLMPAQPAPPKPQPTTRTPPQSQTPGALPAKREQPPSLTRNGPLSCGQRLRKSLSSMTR
Target sequence (P00748 373-615 limits assumed): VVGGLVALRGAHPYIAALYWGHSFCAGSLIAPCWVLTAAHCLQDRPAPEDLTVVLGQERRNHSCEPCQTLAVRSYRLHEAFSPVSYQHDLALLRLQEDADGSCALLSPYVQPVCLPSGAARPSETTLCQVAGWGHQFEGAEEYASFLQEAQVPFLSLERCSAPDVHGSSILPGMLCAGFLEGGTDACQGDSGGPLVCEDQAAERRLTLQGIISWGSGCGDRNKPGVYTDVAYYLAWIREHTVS
D1 mod = D1 CRE-luciferase signal change, two-sided – cell-based, HEK293 D1, dopamine EC30, D1 allosteric modulator project, primary screen; dopamine EC30 potentiation; actives deviate in either direction; B-score at 10 µM; actives 5.9% (n = 58,000);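 active = luminescence count or its row- and column-corrected plate score outside the 99.7% band of the plate's sample wells, on either side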
SF-1 act = activators of human SF-1, primary screen, cell-based, CHO-K1, Gal4-SF-1 LBD, luciferase luminescence; activation, % at 10 µM; CHO-K1 Gal4-SF-1 LBD luciferase reporter; % increase over DMSO SF-1-specific signal; actives 1.9% (n = 65,000); Steroidogenic factor 1 (Homo sapiens), Q13285;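 active = activation above the mean activation of all tested compounds plus 3 SD, cut at about 50% in these data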
Target sequence (Q13285 whole entry, looked up, the tested form may be a part): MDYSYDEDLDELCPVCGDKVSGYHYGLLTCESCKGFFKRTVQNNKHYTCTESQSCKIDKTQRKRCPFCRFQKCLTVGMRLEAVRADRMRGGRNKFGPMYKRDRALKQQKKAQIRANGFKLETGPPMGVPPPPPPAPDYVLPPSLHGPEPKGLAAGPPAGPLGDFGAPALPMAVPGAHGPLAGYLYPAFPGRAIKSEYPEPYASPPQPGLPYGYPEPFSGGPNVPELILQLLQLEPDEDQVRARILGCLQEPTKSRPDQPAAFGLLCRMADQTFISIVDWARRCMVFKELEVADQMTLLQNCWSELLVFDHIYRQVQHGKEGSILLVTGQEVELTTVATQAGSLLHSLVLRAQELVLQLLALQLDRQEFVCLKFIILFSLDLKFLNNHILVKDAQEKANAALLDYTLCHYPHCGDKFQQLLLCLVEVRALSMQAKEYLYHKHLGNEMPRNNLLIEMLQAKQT
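Test system: CHO-K1 cells with Gal4–hSF-1 LBD chimera plus Gal4-driven luciferase; Input: 4,000 cells/well; Compound: 10 µM only; Times: 20 h compound treatment, 37 °C; Measured by: steady-glow luciferase luminescence, read after 15 min reagent incubation; Measure: percent activation versus DMSO; Control set: DMSO and mock-transfected background; Replicates: one test per compound.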
DUSP1 inh = MKP-1 phosphatase inhibitors, primary screen, biochemical, in vitro. Dual specificity protein phosphatase 1 (Homo sapiens), P28562. recombinant MKP-1, OMFP hydrolysis fluorescence. inhibition, %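 (compounds tested at a single concentration somewhere between 10 and 100 µM)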. actives 0.15% (n = 65,000). AID 374, 2006;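 active = inhibition above about 50%, limit read from the data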;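 also: 0% = DMSO max control wells and 100% = wells with enzyme stopped by NaOH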
Cdc25B block = inhibitors of Cdc25B phosphatase catalytic domain, primary screen, biochemical, OMFP fluorescence | M-phase inducer phosphatase 2 (Homo sapiens), P30305 | recombinant Cdc25B, OMFP fluorescence Ex485/Em525 | inhibition, %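 (compounds tested at 10 µM final in the well)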 | actives 0.1% (n = 65,000) | AID 368, 2006; in the data active = inhibition above about 50%
RORa activator = activators of orphan receptor RORA, primary screen, cell-based, luminescence | Nuclear receptor ROR-alpha (Homo sapiens), P35398 | CHO-K1 Gal4-RORA LBD luciferase reporter; percent increase over mock-subtracted basal signal | activation, % at 10 µM | actives 1.5% (n = 65,000);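 active = activation above the mean of all tested compounds plus 3 SD, cut at about 49% in these data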;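 also: 0% = DMSO-treated RORA cells and 100% = added signal equal to DMSO minus mock-transfected cells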
An asterisk follows results filed as active; . = no result given.

SMILES | Hsp90 inh | TNAP act DEA | Her2 expr inh | FXIIa inh mix | D1 mod | SF-1 act | DUSP1 inh | Cdc25B block | RORa activator
Cn1c(NCc2ccccc2)nc2c1c(=O)n(Cc1ccccc1)c(=O)n2C | 3 | 1 | 61 | . | . | 1 | -14 | -23 | 3
Cc1nc(S(=O)(=O)c2ccc(Cl)cc2)c(NCc2ccccc2)o1 | -1 | 0.9 | 84 | -17 | -0.37 | -9 | 2 | -6 | -5
Cc1ccnc(NC(=O)COc2ccc3oc4c(c3c2)CCCC4)c1 | 4 | . | 102 | . | 0.26 | 12 | 14 | -13 | 17
CC1(C)CC(=O)C2=C(C1)Oc1ncn(Cc3ccco3)c(=N)c1C2c1ccccc1 (configuration not stated) | -3 | 1 | 90 | 7 | 0.69 | 9 | -20 | -5 | 1
Cn1c(=O)c2c(SCC(=O)N3CCCc4ccccc43)nc(CC(C)(C)C)nc2n(C)c1=O | -3 | 1 | 71 | 9 | 1.5 | -6 | 21 | -7 | -21
O=C1c2ccccc2C(=O)N1Cc1nc(-c2cccnc2)no1 | -5 | 0.9 | 81 | 5 | -0.037 | -20 | 5 | 4 | -9
COC(=O)c1ccc(NC(=O)COc2ccccc2OC)cc1 | -4 | 0.9 | 107 | 6 | 0.092 | -4 | -8 | -8 | -8
COC(=O)c1ccc(CSc2nc3ccccc3s2)o1 | -3 | 0.9 | 152 | 25 | . | 19 | -1 | -10 | 6
O=C(OCC(=O)c1ccccc1Br)c1ccccn1 | -2 | 0.8 | 114 | 5 | -0.0046 | 3 | 4 | -5 | -15
O=C(CN1CCC(c2nc3ccccc3s2)CC1)NCc1cccs1 | -4 | 1 | -13* | 13 | -1.4 | 5 | -4 | -7 | 2
Cc1cccn2c(=O)c3cc(C(=O)NCc4ccco4)c(=N)n(C(C)C)c3nc12 | -2 | 0.9 | 85 | 2 | -1.5 | -10 | 1 | -10 | 3
COc1cc(C2C(C#N)=C(N)OC3=C2C(=O)CCC3)ccc1OC(=O)N1CCOCC1 (configuration not stated) | -3 | 0.9 | 89 | 6 | 0.24 | -20 | 6 | -11 | 7
CCC(C)NC(=O)NC1C(NC(=O)NC(C)CC)N(C)C(=O)N1C (configuration not stated) | -2 | 1 | 103 | 4 | 0.062 | 11 | -1 | -6 | -10
Cc1cc(C(=O)COC(=O)c2ccc3c(c2)OCO3)c(C)n1Cc1cccs1 | -3 | 1 | 73 | 2 | 0.05 | -19 | 7 | -3 | -27
Cc1ccc(C)c(Cn2nnc3c(=O)[nH]c(C4CCN(C(=O)c5cccs5)CC4)nc32)c1 | -5 | 0.9 | 96 | 7 | . | 1 | 20 | 13 | 21
CC(CCc1ccccc1)NC(=O)c1ccncc1 (configuration not stated) | 2 | 0.9 | 92 | 3 | -1.2 | -10 | 3 | -10 | -29
Oc1[nH]c2ccccc2c1C=Nc1ccc2c(c1)OCO2 | 6 | 0.8 | 94 | 8 | -4.4* | 62* | 4 | -7 | 84*
CCOCCCNC(=O)N1CCOCC1 | -4 | 0.9 | 112 | 9 | 0.47 | 4 | 2 | -6 | -7
COc1ccccc1S(=O)(=O)Cc1ccc(C(=O)NCCN(C)C)o1 | -5 | 0.9 | 116 | 10 | -0.35 | 20 | -8 | -14 | 8
Cn1c(=O)c2c(nc(NCc3ccc4c(c3)OCO4)n2Cc2ccc(F)cc2)n(C)c1=O | -9 | 0.9 | 65 | . | . | 16 | -3 | 20 | -26
O=C(Cn1ncc2c1-c1ccccc1OC2)Nc1ccc(Cl)cn1 | -3 | 0.8 | 99 | -24 | 2.6 | -13 | -3 | -17 | 14
COc1ccccc1NS(=O)(=O)c1ccc(C(=O)OCC(=O)NCc2ccco2)cc1 | -2 | 0.9 | 108 | 4 | -1.3 | -2 | 27 | 8 | 3
O=C(CNS(=O)(=O)c1cccc2nsnc12)NCc1ccc(Cl)cc1 | . | 1 | 185 | 3 | -0.62 | 8 | 4 | -14 | -15
O=S(=O)(NC1CCCC1)c1ccc(S(=O)(=O)N(Cc2cccs2)CC2CCCO2)cc1 (configuration not stated) | -1 | 1 | 102 | 12 | -2.1 | -6 | -25 | -11 | 0
CCOC(=O)N1CCN(C(=O)CN(c2cc(Cl)ccc2OC)S(=O)(=O)c2ccccc2)CC1 | -3 | 0.8 | 47 | 1 | -0.22 | -20 | 14 | -19 | 3
COc1cccc(C(=O)N(CN2CCCC2=O)c2cccc(Cl)c2)c1OC | 1 | 0.9 | 92 | -6 | . | -4 | 6 | -2 | -12
Cc1cc(C(=O)Nc2sc(C)c(C)c2C#N)no1 | -4 | 1 | 80 | 11 | -1 | 24 | -4 | -5 | 21
CCN(CC)C(=O)CCCOc1ccc(Cl)cc1Cl | -3 | 0.9 | 98 | -3 | -0.67 | 11 | 2 | -10 | 54*
O=P(O)(COc1ccccc1)COc1ccccc1 | 2 | 1 | 103 | 3 | -0.59 | 18 | 8 | -2 | 19
Cc1cc2ccccc2c(=O)n1CC(=O)N1CCN(c2cccc(Cl)c2)CC1 | 3 | 0.9 | 145 | 7 | 0.21 | -21 | 13 | -11 | 10
C=CCn1c(NC(C)c2cc(Cl)ccc2O)nc2ccccc21 (configuration not stated) | -1 | 1.1 | 60 | 7 | -0.73 | -10 | -16 | 1 | 12
CCn1c(SCC(=O)Nc2nc(C)c(C)s2)nnc1-c1ccco1 | 1 | 0.9 | 88 | 3 | 0.61 | -5 | 27 | -24 | -13
CCOC(=O)c1ccccc1NS(=O)(=O)c1ccccc1F | 0 | 0.9 | 85 | -11 | 0.0057 | 3 | -7 | -14 | -18
N#Cc1ccccc1OCCN1C(=O)c2ccccc2C1=O | -3 | 0.9 | 53 | 0 | 0.33 | 42 | 3 | -9 | 38
CCN(CC)S(=O)(=O)c1cc(C(=O)OCC(=O)c2ccc3c(c2)NC(=O)CO3)ccc1F | . | 0.9 | 97 | -14 | -0.43 | -6 | 16 | -15 | 11
CCOC(=O)c1cccc(N2C(=O)c3ccccc3S2(=O)=O)c1 | -3 | 1 | 85 | 0 | 1.1 | 6 | 2 | -4 | 18
CCOC(=O)Nc1cc2c(cc1C(C)=O)OCO2 | -4 | 1 | 102 | 6 | 0.69 | -5 | 4 | 1 | -14
c1ccc(C(Cc2nc(-c3ccncc3)no2)c2ccccc2)cc1 | -2 | 0.9 | 44 | 1 | -3 | -30 | 27 | -10 | -38
O=C(CN1CC(=O)Oc2ccccc21)NCc1ccco1 | 0 | 1.2 | 70 | 2 | . | 9 | 14 | 6 | -11
O=C(c1cc2nc(-c3ccco3)cc(C(F)(F)F)n2n1)N1CCN(c2ccc(F)cc2)CC1 | -5 | 1 | 87 | 6 | 0.44 | -5 | 41 | 0 | 13
CCCCn1c(SCC(N)=O)nnc1-c1cc(OC)c(OC)c(OC)c1 | -10 | 0.9 | 106 | 5 | -0.89 | -4 | 6 | 6 | -8
OC(CN1C2=NCCN2c2ccccc21)c1ccccc1 (configuration not stated) | 3 | 0.9 | 96 | 9 | 0.043 | 3 | 1 | 9 | -11
CC(C)C(=O)NC(C)C(c1cccs1)N1CCOCC1 (configuration not stated) | 0 | 0.9 | 46 | 0 | -0.11 | 5 | 6 | -18 | -8
COc1ccc(C)cc1NC(=O)c1cnc2scc(C)n2c1=O | 0 | 0.9 | 106 | 5 | -0.6 | -13 | -5 | -6 | 4
O=C(O)C1CC=CCC1C(=O)N1CCCC1 (configuration not stated) | -2 | 0.9 | 98 | -5 | 0.79 | -9 | -28 | -21 | -6
COc1ccccc1N1CCN(C(=O)CN(c2ccccc2OC)S(=O)(=O)c2ccccc2)CC1 | -2 | 0.9 | 69 | -4 | . | -6 | 11 | -9 | -12
CCN1CCCC1CN(Cc1cc2c(C)cc(C)cc2[nH]c1=O)C(=O)NC1CCCCC1 (configuration not stated) | -5 | 0.9 | 88 | 3 | -0.98 | 18 | -5 | -6 | 24
Cc1ccccc1-c1nc(CN2CCC(C(=O)NCc3ccco3)CC2)c(C)o1 | -5 | 1.1 | 81 | 1 | 0.097 | 5 | 4 | -17 | -6
CCCCCn1c(CCCNC(=O)CC)nc2ccccc21 | 0 | 0.9 | 96 | 1 | -0.44 | 2 | 7 | -7 | 24
CC(C)(C)NCC(O)COc1ccccc1C(C)(C)C (configuration not stated) | -5 | 0.9 | 77 | 4 | . | -4 | 24 | -10 | 5

An excerpt from above in order of SMILES length, lowest first:
SMILES | Hsp90 inh | TNAP act DEA | Her2 expr inh | FXIIa inh mix | D1 mod | SF-1 act | DUSP1 inh | Cdc25B block | RORa activator
O=C(Cn1ncc2c1-c1ccccc1OC2)Nc1ccc(Cl)cn1 | -3 | 0.8 | 99 | -24 | 2.6 | -13 | -3 | -17 | 14
CCOC(=O)c1cccc(N2C(=O)c3ccccc3S2(=O)=O)c1 | -3 | 1 | 85 | 0 | 1.1 | 6 | 2 | -4 | 18
COc1ccccc1S(=O)(=O)Cc1ccc(C(=O)NCCN(C)C)o1 | -5 | 0.9 | 116 | 10 | -0.35 | 20 | -8 | -14 | 8
COc1cccc(C(=O)N(CN2CCCC2=O)c2cccc(Cl)c2)c1OC | 1 | 0.9 | 92 | -6 | . | -4 | 6 | -2 | -12
COc1ccccc1NS(=O)(=O)c1ccc(C(=O)OCC(=O)NCc2ccco2)cc1 | -2 | 0.9 | 108 | 4 | -1.3 | -2 | 27 | 8 | 3
Cn1c(=O)c2c(nc(NCc3ccc4c(c3)OCO4)n2Cc2ccc(F)cc2)n(C)c1=O | -9 | 0.9 | 65 | . | . | 16 | -3 | 20 | -26

(listing goes on)
SMILES | Hsp90 inh | TNAP act DEA | Her2 expr inh | FXIIa inh mix | D1 mod | SF-1 act | DUSP1 inh | Cdc25B block | RORa activator
COc1cc(C(O)P(=O)(OC2CCCCC2)c2ccc(N(C)C)cc2)cc(OC)c1OC (configuration not stated) | -1 | 1 | 102 | 2 | -0.73 | 6 | 22 | -8 | 5
CCOC(=O)c1ccc(NC(=O)CCc2nc(-c3ccc(Cl)cc3)no2)cc1 | 1 | 0.9 | 109 | 6 | 0.2 | -11 | 19 | 0 | 11
Cc1cc(C)n(C(=O)CCCCCC(=O)n2nc(C)cc2C)n1 | 0 | 0.9 | 107 | 1 | -0.34 | -8 | -2 | -16 | -6
C/C=C/Cn1c(Br)nc2c1c(=O)n(C)c(=O)n2C | -1 | 1 | 99 | 1 | -0.61 | -9 | -2 | -3 | -8
COc1ccc(C(=O)/C=C/N2CCCCC2)cc1OC | -2 | 1 | 93 | 0 | 0.52 | 24 | 2 | -12 | -5
O=C(CC1CCCC1)NCCc1cn2ccccc2n1 | 1 | 1.1 | 108 | 10 | 0.041 | -14 | -3 | -6 | -6
CC(C)Cn1c(SCC#N)nc2ccccc2c1=O | . | 0.9 | 76 | -1 | 8.6* | -1 | 14 | -6 | -4
COCCN1C(=O)c2ccccc2C(C(=O)NCCN(C)C)C1c1ccc(F)cc1 (configuration not stated) | . | 1 | 184 | -18 | -0.084 | -1 | 8 | -7 | -14
COc1ccc(S(=O)(=O)N2CCN(CC(=O)Nc3cccc(F)c3)CC2)cc1 | 0 | 0.9 | 76 | 5 | -1.4 | -10 | 2 | -18 | 5
